TEAD-YAP inh: TEAD-YAP interaction inhibition | HEK-TIYL cells, TEAD-Gal4/YAP UAS-luciferase luminescence | AID 1259422 | inhibition, % at 9.12 µM | 640,000 tested, 1.4% active; in the data active = inhibition above about 32%;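 note: 0% = median of test compound wells and 100% = reference inhibitor wells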
MITF inh: blocks human microphthalmia-associated transcription factor; AID 1259374; AlphaScreen MITF homodimerization, bead proximity signal; inhibition, % at 2.6 µM; O75030; 650,000 tested, 0.91% active; in the data active = inhibition above about 50%;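 note: 0% = vehicle wells with protein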
Target sequence (O75030 whole entry, looked up): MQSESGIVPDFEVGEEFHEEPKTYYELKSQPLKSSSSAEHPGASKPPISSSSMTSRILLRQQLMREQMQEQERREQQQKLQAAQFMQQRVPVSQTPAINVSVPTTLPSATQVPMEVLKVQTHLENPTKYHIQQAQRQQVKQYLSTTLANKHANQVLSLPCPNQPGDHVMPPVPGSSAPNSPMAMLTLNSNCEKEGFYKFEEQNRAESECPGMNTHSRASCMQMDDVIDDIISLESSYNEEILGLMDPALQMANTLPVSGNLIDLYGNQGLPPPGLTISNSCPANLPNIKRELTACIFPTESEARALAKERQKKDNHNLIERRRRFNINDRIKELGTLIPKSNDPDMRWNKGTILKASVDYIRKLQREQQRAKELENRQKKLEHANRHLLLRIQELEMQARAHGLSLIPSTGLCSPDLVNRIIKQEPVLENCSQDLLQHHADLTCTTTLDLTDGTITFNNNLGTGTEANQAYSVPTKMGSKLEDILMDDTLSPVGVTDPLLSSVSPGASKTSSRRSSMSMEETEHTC
GPR151 activ: human GPR151 activation. PathHunter beta-arrestin GPR151 cells, luminescence. 650,000 tested, 1% active. activation, % at 11.2 µM. AID 1508602; in the data active = activation above about 4.9%;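 note: 0% = median of compound wells and 100% = cells with positive control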
Target sequence (Q8TDV0 whole entry, looked up): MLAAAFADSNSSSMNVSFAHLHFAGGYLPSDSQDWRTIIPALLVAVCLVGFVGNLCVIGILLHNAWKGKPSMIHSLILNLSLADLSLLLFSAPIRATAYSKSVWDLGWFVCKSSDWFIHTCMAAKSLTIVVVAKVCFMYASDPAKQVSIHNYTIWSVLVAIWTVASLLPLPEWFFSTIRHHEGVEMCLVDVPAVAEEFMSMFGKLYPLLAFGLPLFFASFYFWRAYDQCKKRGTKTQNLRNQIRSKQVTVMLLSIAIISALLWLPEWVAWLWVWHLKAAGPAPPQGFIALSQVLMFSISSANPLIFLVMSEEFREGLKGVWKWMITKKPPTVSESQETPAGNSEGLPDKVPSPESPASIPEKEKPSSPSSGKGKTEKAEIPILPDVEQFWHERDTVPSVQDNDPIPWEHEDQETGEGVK
FBW7 act: human FBW7 E3 ligase activation, primary screen; Q969H0; normalized activity (activation), % at 26.1 µM; AID 1259310; AlphaScreen FBW7–phospho-cyclin E peptide binding, activator screen; 650,000 tested, 0.13% active; in the data active = normalized activity above about 1.9%;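 note: purified mutant Fbw7 with reduced substrate affinity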
Numbers without * were called inactive; & = joins results of further samples. Random draw from the library (roughly 3.5% active in at least one column).

SMILES | TEAD-YAP inh | MITF inh | GPR151 activ | FBW7 act
CN(C)c1ccc(/C=C(/NC(=O)c2ccccc2)C(=O)N2CCCCC2)cc1 | 4 | 6 | 0.6 | 0.0
O=C(CCCn1c(SCc2ccccc2Cl)nc2ccsc2c1=O)NCCc1ccccc1 | -8 | -17 | 0.3 | 0.0
O=C1CC(c2ccccc2)CC2=C1C(c1cccnc1)Nc1ccccc1N2 (stereo not given) | 4 | 5 | 1.0 | -0.1
COc1cc(C(=O)Nc2ccc(OCC(N)=O)cc2)cc(OC)c1OC | 8 | 4 | 1.0 | 0.0
Cc1ccc(-n2nc3c(c2NC(=O)c2cccc([N+](=O)[O-])c2C)CSC3)cc1 | 9 | -2 | -2.0 | 0.0
CCN1C(=O)C(CC(=O)Nc2ccc(F)cc2)N(NC(=O)c2ccccc2)C1=S (stereo not given) | 1 | -21 | -1.1 | 0.0
COc1ccc(-c2nnc(SCC(=O)Nc3ccc(C(N)=O)cc3)n2CC(C)C)cc1 | 5 | -3 | -1.8 | -0.2
Cc1ccccc1C(=O)Nc1ccc(O)cc1C(=O)O | 0 | 1 | -3.0 | 0.0
COc1cc(/C=C\C(=O)Nc2c3c(nn2-c2cccc(Cl)c2)CSC3)cc(OC)c1OC | -4 | -1 | 1.6 | 0.0
COc1cc(Br)c(CC(=O)N2CCOCC2)cc1OC | 7 | 6 | 1.6 | 0.9
CC(=O)c1ccc(-c2nnc(CCC(=O)NCc3cn4c(C)cccc4n3)o2)s1 | 4 | 17 | 2.7 | 0.0
CN(C)S(=O)(=O)c1cccc(C(=O)OCc2ccc(C#N)cc2)c1 | -3 | 18 | -1.0 | 0.7
Cc1cc(N2CCN(c3ccccc3)CC2)n2cnnc2n1 | 9 | 10 | -1.1 | 0.0
O=C(CCc1nc2ccccc2s1)OCc1nnc(-c2ccc(Cl)cc2)o1 | 3 | 6 | 0.3 | 0.2
Cn1c(=O)[nH]c(=O)c2c1nc(NCCc1ccccc1)n2CC(O)CO (stereo not given) | 7 | 5 | -0.3 | 0.1
COc1cc2[nH]c(=O)n(Cc3ccc(C(=O)NCCC(C)C)cc3)c(=O)c2cc1OC | -6 | 8 | -0.1 | 0.0
COc1ccc(CCNC(=S)NN2CCN(C)CC2)cc1OC | 5 | 23 | 3.4 | 0.2
COc1cccc(C(=O)O/N=C(\N)c2cccc(C)c2)c1OC | -30 | 5 | -0.3 | -0.2
O=S(=O)(Cc1ccccc1)Nc1ccc(I)cc1 | 0 | -4 | 0.3 | 0.0
O=C(NCc1ccco1)c1ccc(Cl)c(S(=O)(=O)Nc2ccccc2)c1 | 9 | -3 | -0.6 | 0.1
O=[N+]([O-])c1ccc(-c2cc(-c3ccccc3)c3cc(Cl)ccc3n2)cc1 | 7 | 7 | 0.9 | -0.1
COc1ccc(CCNc2nc(Nc3nccc4ccccc34)nc3c2ncn3-c2ccccc2)cc1 | 13 | 3 | 1.3 | -0.1
CCCCCC1CCC(c2ccc(CO)cc2)CC1 (stereo not given) | 9 | 16 | -0.5 | 0.4
O=C(CSc1c[nH]c2ccccc12)Nc1cccc2ccccc12 | 1 | 4 | 3.3 | -0.1
CCOC(=O)/C=C1/C=C2C(=CC=C(C)C23CC(C)(C)N/C3=C\C(=O)OCC)CC(C)(C)N1 (stereo not given) | 11 | -2 | 1.1 | 0.0
Cc1ccc(NC2=NS(=O)(=O)c3cc([N+](=O)[O-])ccc32)cc1 | 4 | 13 | 1.4 | -0.1
CCCN(CCC)Cc1cn2c(-c3ccc(OC)cc3)nnc2s1 | -8 | 4 | 0.3 | -0.1
c1ccc(C2CCC(N3CCN(Cc4cccnc4)CC3)CC2)cc1 (stereo not given) | 2 | 65* | -1.3 | -0.2
Nc1nonc1C(=O)NCCNC(=O)c1ccccc1 | -4 | 8 | 0.1 | -0.1
Cc1cc(NC(=O)COC(=O)C2CC(=O)N(c3ccc4c(c3)OCCO4)C2)no1 (stereo not given) | 2 | 5 | -0.1 | 0.2
N=C1SCC(=O)N1c1ncc(Cc2cccc(C(F)(F)F)c2)s1 | 23 | 10 | -2.2 | -0.2
CCN(CC)c1cc(N)c([N+](=O)[O-])cc1F | 12 | 22 | 6.5* | -0.1
CCCN(CCC)C(=O)c1ccc([N+](=O)[O-])c(C)c1 | -6 | 3 | 3.3 | 0.0
CCOC(=O)c1c(-c2ccccc2)csc1NC(=O)c1cc(F)c(F)cc1Cl | 2 | 3 | 0.6 | 0.0
O=C1S/C(=C/c2ccccc2)C(=O)N1c1ccccc1 | -17 | 6 | 0.0 | 0.1
CCCCNc1c(CN2CCCC2)c(=O)oc2ccccc12 | 10&16 | 6&19 | -1.1&-1.1 | -0.1&1.2
CCOC(=O)c1ccc2nc(NC(=O)CSCC(=O)OCC(=O)c3ccc(Br)cc3)sc2c1 | -8 | -4 | 0.2 | -0.2
COc1cc(C(=O)N=c2sc3ccccc3n2C)cc(OC)c1OC | -25 | 8 | -1.2 | 0.0
N#Cc1c(NC(=O)COCc2cc(-c3ccc4c(c3)OCO4)on2)sc2c1CCCC2 | 7 | 2 | 0.9 | 0.1
O=C1CC(=O)Nc2cc(S(=O)(=O)Nc3cccc4c3CCCC4)ccc2N1 | -1 | -15 | -0.1 | 0.0
N#CCSc1nc2c(cc1C#N)CCCC2 | -25 | 5 | 0.3 | 0.3
COC(=O)C(C)N1C(=O)S/C(=C/c2ccc(I)cc2)C1=O (stereo not given) | -28 | 14 | 0.3 | 0.1
COCc1cc(CN[C@H]2C[C@H]3C(=O)N[C@@H](C(C)C)C(=O)N3C2)ccc1OC | -9 | -1 | -1.6 | -0.1
CCSc1nnc2c(n1)OC(c1cccc(OC)c1OCC(=O)O)Nc1ccc(Br)cc1-2 (stereo not given) | 7 | -11 | 1.2 | 0.0
COc1ccc(C2C(C#N)=C(N)N(c3ccccc3C(F)(F)F)C3=C2C(=O)CCC3)cc1OC (stereo not given) | -1 | 10 | 0.6 | 0.2
CC(=O)c1cccc(-c2ncc(C(=O)NCCc3ccc(O)cc3)s2)c1 | 2 | 6 | 0.9 | 0.0
CCC1Oc2ccc(Cl)cc2NC1=O (stereo not given) | 1 | 1 | 0.5 | -0.1
CCOC(=O)C1=C(C)N=c2s/c(=C\c3c(F)cccc3Cl)c(=O)n2C1c1ccccc1F (stereo not given) | -4 | 0 | 1.2 | -0.1
CC(=O)N1CCN(C(=O)c2ccc(N3CC4CC(C3)c3cccc(=O)n3C4)c(NC(=O)c3ccc(F)cc3)c2)CC1 (stereo not given) | 2 | 1 | 1.2 | 0.0
COC(=O)C(NC(=O)c1cc(OC)c(OC)c(OC)c1)C(C)C (stereo not given) | 3 | 10 | 0.0 | 0.0
COc1ccc(Cl)cc1Nc1nc(Cc2ccccc2)nc2sc(C)c(C)c12 | 6 | 13 | 0.0 | 0.1
O=C(/C=C/c1ccc(O)c(O)c1)c1ccc(O)cc1O | -32 | 11 | -3.9 | -0.2
COc1ccc(C(c2nnnn2C(C)(C)C)N2CCN(c3ccc(OC)cc3)CC2)cc1 (stereo not given) | -3 | 10 | 1.9 | 0.0
COc1cccc(NC(=O)c2ccc(-n3cnnn3)cc2)c1 | -16 | 6 | -2.6 | 0.3
Cc1cccc(CN2CCC(N3CCC(C(=O)NC4CCCCC4)CC3)CC2)n1 | 15 | 12 | 0.3 | 0.1
CC1CC(C)CN(C(=O)/C=C/c2ccc(F)cc2)C1 (stereo not given) | -60 | -10 | 0.6 | -0.2
COc1ccc(CNC(=O)c2cccc(Cl)c2)cc1 | -2 | -3 | -1.3 | 0.3
CCOC(=O)c1sc(NC(=O)Cc2nnc(C)c(=O)[nH]2)nc1C | -1 | 18 | -0.1 | 0.1
NC(=O)c1ccsc1NC(=O)Cc1ccc([N+](=O)[O-])cc1 | -7 | 2 | -0.7 | 0.0
c1ccc2[nH]c(NN=C3CCCCC3)nc2c1 | -17 | 30 | -1.9 | -0.4

Nothing new here: 4 of the compounds above.
SMILES | TEAD-YAP inh | MITF inh | GPR151 activ | FBW7 act
CCSc1nnc2c(n1)OC(c1cccc(OC)c1OCC(=O)O)Nc1ccc(Br)cc1-2 (stereo not given) | 7 | -11 | 1.2 | 0.0
COc1ccc(C2C(C#N)=C(N)N(c3ccccc3C(F)(F)F)C3=C2C(=O)CCC3)cc1OC (stereo not given) | -1 | 10 | 0.6 | 0.2
CC(=O)c1cccc(-c2ncc(C(=O)NCCc3ccc(O)cc3)s2)c1 | 2 | 6 | 0.9 | 0.0
CCC1Oc2ccc(Cl)cc2NC1=O (stereo not given) | 1 | 1 | 0.5 | -0.1

(next part)
SMILES | TEAD-YAP inh | MITF inh | GPR151 activ | FBW7 act
CCC(CC)C(=O)N1c2ccccc2-c2c(ssc2=S)C1(C)C | 1 | 30 | 0.6 | -0.6
CC(C)COC(=O)C1C2C=CC3(CN(C(c4ccccc4)c4ccccc4)C(=O)C13)O2 (stereo not given) | -5 | 1 | -1.7 | 0.1
COc1cccc(NC(=O)N2CCN(c3cc(-n4ccnc4C)ncn3)CC2)c1 | -2 | 0 | 0.4 | 0.3
CC(NC(=O)c1cc2ccccc2o1)c1ccccc1 (stereo not given) | 12 | 10 | 1.9 | -0.1
Cn1c(=O)[nH]c(N2CCCC2)c(Cc2ccc(C(C)(C)C)cc2)c1=O | -2 | 4 | 0.9 | 0.0
COc1ccc(S(=O)(=O)N2CCN(c3ccccc3F)CC2)cc1C | -3 | -1 | 0.8 | 0.1
O=c1[nH]c(/C=C\c2cccc(O)c2)nc(O)c1[N+](=O)[O-] | 4 | 12 | 1.8 | -0.1
CCCCOC(=O)c1ccc(NC(=O)c2c(O)c3c([nH]c2=O)CCCC3)cc1 | -1 | -4 | 0.1 | -0.1
COc1ccccc1/C=N/NS(=O)(=O)c1ccc(C)cc1 | -1 | 8 | 0.1 | 0.0
COc1ccc(CC2(CCC(=O)NCC3CCOCC3)CCC(=O)N2)c(F)c1 (stereo not given) | 1 | -40 | 0.1 | -0.1
O=C(Nc1ccc(-c2nc3ccccc3o2)cc1)c1ccc(NC(=O)c2cc(I)ccc2Cl)cc1 | -15 | -4 | 1.7 | 0.2
C=CCNC(=O)C1c2ccccc2Oc2ccccc21 | 3 | 15 | 0.3 | 0.3
O=C1CC(c2noc(-c3ccccn3)n2)CN1Cc1ccccc1 (stereo not given) | -7 | -12 | -1.0 | 0.0
CCC(C)NC(=O)c1cc(-c2ccco2)on1 (stereo not given) | -43 | 2 | -0.1 | 0.1
CCC(=O)N(Cc1cccnc1)Cc1cc2cc(OC)ccc2[nH]c1=O | -5 | -6 | 2.0 | 0.3
Cc1ccc(NC(=S)N(N)CCO)cc1 | -30 | -3 | 1.1 | -0.2
Fc1ccc(NC(=S)NN2CCCCC2)cc1Cl | 6 | 0 | 1.7 | 0.1
O=C(Nc1ccc(Cl)c(Cl)c1)O/N=C\c1ccncc1 | 1 | 20 | 0.0 | 0.6
CCOC(=O)C(C)Sc1ncnc2c1c(-c1ccccc1)cn2-c1cccc(F)c1 (stereo not given) | -2 | 7 | 4.0 | -0.1
CCc1ccc(C2C(C(=O)OC3CCCC3)=C(C)NC3=C2C(=O)CC(C)(C)C3)cc1 (stereo not given) | -12 | 16 | -0.1 | 0.5

Single records (already shown).
`CCC(CC)C(=O)N1c2ccccc2-c2c(ssc2=S)C1(C)C` reads TEAD-YAP inh = 1; MITF inh = 30; GPR151 activ = 0.6; FBW7 act = -0.6
`COc1ccccc1/C=N/NS(=O)(=O)c1ccc(C)cc1` reads TEAD-YAP inh = -1; MITF inh = 8; GPR151 activ = 0.1; FBW7 act = 0.0
`O=C(Nc1ccc(Cl)c(Cl)c1)O/N=C\c1ccncc1` reads TEAD-YAP inh = 1; MITF inh = 20; GPR151 activ = 0.0; FBW7 act = 0.6

Following part
SMILES | TEAD-YAP inh | MITF inh | GPR151 activ | FBW7 act
O=C(O)C1C(C(=O)Nc2cccc([N+](=O)[O-])c2)C2C=CC1C21CC1 (stereo not given) | 18 | 6 | -0.5 | 0.2
Cc1ccc(CNCCc2ccc(S(N)(=O)=O)cc2)s1 | -11 | -16 | 0.7 | 0.2
C=CCSC1=C(C#N)C(c2ccccc2OCC)CC(=O)N1 (stereo not given) | -1 | 2 | 1.4 | -0.1
CC12c3ccccc3CCN1C(=O)OC21CCCCC1 (stereo not given) | -4 | -19 | 0.1 | 0.2
COC(=O)c1ccccc1NC(=O)c1c(-c2ccccc2Cl)noc1C | 4 | 7 | 0.8 | 0.1
CC(C)CN1C(=O)c2ccc(C(=O)c3ccc4c(c3)C(=O)N(CC(C)C)C4=O)cc2C1=O | 2 | -43 | 0.0 | 0.1
COP(=O)(OC)c1nc(-c2cccc([N+](=O)[O-])c2)oc1NCc1ccco1 | 2 | 7 | -0.5 | -0.2
O=C(O)C1C2C=CC(O2)C1C(=O)Nc1cc(Cl)cc(Cl)c1 (stereo not given) | 12 | 21 | 1.0 | 0.1
CCOC(=O)CSc1nc2c(c(=O)n1CC)C1(CCCC1)Cc1ccccc1-2 | -2 | -12 | -1.5 | -0.2
Cn1cc(C2N3CC4(C)CN2CC(C)(C3)C4=O)c2ccccc21 (stereo not given) | -2 | 15 | -0.7 | -0.4
O=C(NCCO)c1ccc(-c2cncc(-c3ccc(Oc4ccccc4)cc3)n2)cc1 | -5 | 0 | 0.1 | -0.1
